Screens (PubChem BioAssay)
Rv3671c inh – Rv3671c serine protease inhibitors, primary screen, biochemical, fluorescence polarization, M. tuberculosis H37Rv; 0.048% of 320,000 active; inhibition, % at 5.96 µM; in the data active = inhibition above about 38%;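 note: extracellular domain of Rv3671c used as enzyme; 0% = enzyme with DMSO and 100% = no enzyme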
Target sequence (P9WHR9 whole entry, looked up, the tested form may be a part): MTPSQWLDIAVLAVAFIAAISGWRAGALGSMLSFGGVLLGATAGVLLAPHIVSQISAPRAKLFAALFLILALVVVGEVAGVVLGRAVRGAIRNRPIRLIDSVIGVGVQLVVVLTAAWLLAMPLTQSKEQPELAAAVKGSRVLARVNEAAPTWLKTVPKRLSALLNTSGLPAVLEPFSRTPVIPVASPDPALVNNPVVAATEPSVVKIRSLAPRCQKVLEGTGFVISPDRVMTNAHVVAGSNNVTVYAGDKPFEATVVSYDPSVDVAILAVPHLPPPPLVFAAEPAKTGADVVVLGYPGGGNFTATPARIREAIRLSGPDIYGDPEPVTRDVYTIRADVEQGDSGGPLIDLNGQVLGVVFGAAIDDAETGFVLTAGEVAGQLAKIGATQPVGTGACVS
MazF activator – activators of E. coli MazEF toxin-antitoxin RNase, primary screen, biochemical, fluorescence, uHTS. FAM/BHQ RNA-DNA oligo cleavage fluorescence, 5 h. activation, % at 20 µM. 0.32% of 350,000 active. AID 504720, 2011; in the data active = activation above about 50%
Target sequence (P0AE70 whole entry, looked up): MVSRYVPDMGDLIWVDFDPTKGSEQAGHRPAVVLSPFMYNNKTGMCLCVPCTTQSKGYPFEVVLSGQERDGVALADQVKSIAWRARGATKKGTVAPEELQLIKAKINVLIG
Mtb UGM inh – M. tuberculosis UGM enzyme inhibitors, primary screen, biochemical, fluorescence polarization, single point; 0.06% of 320,000 active; UDP-galactopyranose mutase (Mycobacterium tuberculosis (strain ATCC 25618 / H37Rv)), …; inhibition, % at 10 µM; purified UGM, fluorescence polarization probe displacement; in the data active = inhibition above about 10%, passing the limit was not always enough
Target sequence (P9WIQ1 whole entry, looked up): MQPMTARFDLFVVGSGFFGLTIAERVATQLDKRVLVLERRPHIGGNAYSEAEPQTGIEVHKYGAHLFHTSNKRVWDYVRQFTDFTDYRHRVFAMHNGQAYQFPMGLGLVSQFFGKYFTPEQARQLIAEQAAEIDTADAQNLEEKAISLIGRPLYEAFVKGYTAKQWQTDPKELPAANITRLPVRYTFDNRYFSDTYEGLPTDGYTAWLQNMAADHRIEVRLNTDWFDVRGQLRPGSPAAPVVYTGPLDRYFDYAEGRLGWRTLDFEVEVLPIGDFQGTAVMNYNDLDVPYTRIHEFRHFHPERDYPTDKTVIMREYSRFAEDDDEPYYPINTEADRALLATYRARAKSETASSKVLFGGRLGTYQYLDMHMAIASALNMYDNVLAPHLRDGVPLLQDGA
* hit, by the source's call; / = no result given.

(1) O=C1Nc2ccc(Br)cc2C1=Nc1ccc(-c2nnc3n2CCCCC3)cc1
(2) CC1(C)Oc2ccc3ccc(=O)oc3c2/C(=C/NCCN/C=C2\C(=O)C(C)(C)Oc3ccc4ccc(=O)oc4c32)C1=O
(3) CCn1c(=N)c(S(=O)(=O)c2ccc(Cl)cc2)cc2c(=O)n3ccccc3nc21
(4) Cc1ccc(-c2ccc(SCC(=O)N3CCc4ccccc43)nn2)cc1
(5) CN(C)c1ccc(/C=C(\C#N)C(=O)NCc2ccco2)cc1
Compound	1	2	3	4	5
Rv3671c inh	-6.8	-1.6	5.6	-3.0	-7.1
MazF activator	/	/	/	/	/
Mtb UGM inh	/	/	/	/	/

In another format: entries from further up.
nr | smiles | Rv3671c inh | MazF activator | Mtb UGM inh
2 | CC1(C)Oc2ccc3ccc(=O)oc3c2/C(=C/NCCN/C=C2\C(=O)C(C)(C)Oc3ccc4ccc(=O)oc4c32)C1=O | -1.6 | / | /
3 | CCn1c(=N)c(S(=O)(=O)c2ccc(Cl)cc2)cc2c(=O)n3ccccc3nc21 | 5.6 | / | /
4 | Cc1ccc(-c2ccc(SCC(=O)N3CCc4ccccc43)nn2)cc1 | -3.0 | / | /
5 | CN(C)c1ccc(/C=C(\C#N)C(=O)NCc2ccco2)cc1 | -7.1 | / | /

Later entries.
(6) COC(=O)C1=C(C(=O)OC)[C@@H]2Nc3ccccc3[C@@]23C[C@@H](C(=O)OC)N(C(=O)c2ccc(Br)cc2)C3=N1
(7) COc1cc(/C=C/[N+](=O)[O-])ccc1OCc1cccc(C(=O)O)c1
(8) COc1ccc(NC(=O)/C(Cl)=C(/Cl)S(=O)Cc2ccccc2Cl)cn1 (stereo not drawn)
(9) C[C@H]1O[C@@H](O[C@H]2[C@@H](O)C[C@H](O[C@H]3[C@@H](O)C[C@H](O[C@H]4CC[C@@]5(C)[C@H](CC[C@@H]6[C@@H]5CC[C@]5(C)[C@@H](C7=CC(=O)OC7)CC[C@]65O)C4)O[C@@H]3C)O[C@@H]2C)C[C@H](O)[C@@H]1O
(10) Cc1ccccc1C1C2=C(Nc3[nH]n(-c4ccccc4)c(=O)c31)c1ccccc1C2=O (stereo not drawn)
Compound	6	7	8	9	10
Rv3671c inh	/	/	/	/	-8.3
MazF activator	28.5	-4.1	9.2	-2.4	/
Mtb UGM inh	/	/	/	/	1.5

(11) NC(Cc1ccc(Oc2ccc(O)cc2)cc1)C(=O)O (stereo not drawn)
(12) C=C1/C(=C\C=C2/CCC[C@]3(C)[C@@H]([C@H](C)/C=C/[C@@H](O)C4CC4)CC[C@@H]23)C[C@@H](O)C[C@@H]1O
(13) O=C1CSC(=S)N1c1ccc(F)cc1
(14) Cc1cc(C)cc(N(C(=O)CCC(=O)Nc2ccccn2)C(C(=O)NC(C)C)c2ccc(O)cc2)c1 (stereo not drawn)
(15) O=C(CSc1nc2[nH]ncc2c(=O)n1-c1ccccc1)N1CCCCCC1
Compound	11	12	13	14	15
Rv3671c inh	4.1	-9.1	-7.2	-1.2	6.9
MazF activator	/	/	/	/	/
Mtb UGM inh	-4.2	0.1	-1.6	-0.8	3.3

(16) O=C(Nc1nc2c(ccc3ccccc32)s1)c1cc([N+](=O)[O-])ccc1N1CCOCC1
(17) CC(C)OC(=O)c1c(NC(=O)c2cnn3c2NC(c2ccccc2)CC3C(F)F)sc2c1CCCC2 (stereo not drawn)
(18) CC1(C(=O)CSc2ncn[nH]2)CCC(=O)O1 (stereo not drawn)
(19) COc1ccc(C2C3=C(Nc4ncnn42)c2ccccc2CC3)cc1OC (stereo not drawn)
(20) Cc1cc(/C=C(\C#N)c2nnc(N3CCOCC3)n2-c2ccccc2)c(C)n1-c1ccccc1
Compound	16	17	18	19	20
Rv3671c inh	5.8	-5.0	-0.9	-0.2	0.8
MazF activator	/	/	/	/	/
Mtb UGM inh	-1.6	-3.0	0.8	3.4	1.5

(21) Cc1nn(C)cc1CNC(=O)C1C2CCC(O2)C1C(=O)O (stereo not drawn)
(22) COc1cccc(OCCOCCNCCO)c1
(23) Cc1nc2sccn2c(=O)c1CCN1CCC(=C(c2ccccc2)c2ccc(F)cc2)CC1
(24) COc1cc(NC(=O)c2ccc(C)c([N+](=O)[O-])c2)ccc1NC(=O)c1ccco1
(25) CC(=O)c1ccccc1NC(=O)C1C2CCC(O2)C1C(=O)O (stereo not drawn)
Compound	21	22	23	24	25
Rv3671c inh	5.3	5.3	-3.0	1.2	-2.4
MazF activator	/	/	/	/	/
Mtb UGM inh	1.2	0.0	-2.1	2.8	3.3

(26) O=S1(=O)CCOCCN1Cc1ccc(Cl)cc1Cl
(27) C=C(C)CN1CC[C@]23c4c5ccc(O)c4O[C@H]2c2[nH]c4ccccc4c2C[C@@]3(O)C1C5
(28) O=C1c2ccccc2C(=O)N1OS(=O)(=O)c1ccccc1
(29) Cc1cc(NC(=O)CN2CCN(Cc3ccccc3)CC2)nc2c1c(=O)oc1ccccc12
(30) CC(=O)c1ccc(N2CCN(CC(=O)Nc3ccc(N4CCOCC4)cc3)CC2)cc1
Compound	26	27	28	29	30
Rv3671c inh	4.4	1.4	-6.0	-2.4	-14.3
MazF activator	/	/	/	/	/
Mtb UGM inh	-0.4	-3.7	1.8	-0.5	1.8

(31) CCc1nnc(NC(=O)CN2C(=O)/C(=C/c3ccc(OC)c(OC)c3)SC2=S)s1
(32) NC(=O)N=Nc1c(O)[nH]c2c(Br)cc(Br)cc12
(33) Oc1ccc(C(=C(Cl)Cl)c2ccc(O)cc2)cc1
(34) CC1(C(=O)NC(=S)N(CCC#N)Cc2cccnc2)CC1(Cl)Cl (stereo not drawn)
(35) CC1(C)NC(=O)N(CCCCOc2ccccc2[N+](=O)[O-])C1=O
Compound	31	32	33	34	35
Rv3671c inh	2.8	4.2	-14.0	1.4	10.0
MazF activator	/	/	/	/	/
Mtb UGM inh	5.7	1.3	-1.7	-2.3	5.4

(36) CCCCNc1c(N)n(CCCC)c(=O)[nH]c1=O
(37) O=C1COc2ccc(N3C(=O)C=CC3=O)cc2N1
(38) COC1CC(OC2CCC3(C)C(CCC4C3CCC3(C)C(C5=CC(=O)OC5)C(OC(C)=O)CC43O)C2)OC(C)C1OC1OC(COC2OC(CO)C(O)C(O)C2O)C(O)C(O)C1O (stereo not drawn)
(39) CCOc1ccc(NC(C)C(=O)N/N=C/c2ccc([N+](=O)[O-])cc2)cc1 (stereo not drawn)
(40) COC/C=C/C1=CC2=CC(=O)C(C)(OC(=O)c3cnc4ccccc4n3)C(=O)C2=CO1 (stereo not drawn)
Compound	36	37	38	39	40
Rv3671c inh	4.2	-7.3	-4.7	5.7	6.0
MazF activator	/	/	/	/	/
Mtb UGM inh	2.7	-0.7	-0.5	0.2	2.8

(41) COc1ccc(-n2nnc3c(SCC(=O)Nc4ccc5c(c4)OCCO5)ncnc32)cc1
(42) CC1(C)S[C@@H]2[C@H](N=CN3CCCCCC3)C(=O)N2[C@H]1C(=O)O
(43) COc1ccc(NC(=O)Cn2cnc3c(nnn3-c3ccc(C)cc3)c2=O)cc1
(44) Cc1cc2cc(C)c3nnc(SCC(=O)N4CCCc5ccccc54)n3c2cc1C
(45) Cc1c(N=C2NC(=O)/C(=C/c3cccc([N+](=O)[O-])c3)S2)c(=O)n(-c2ccccc2)n1C
Compound	41	42	43	44	45
Rv3671c inh	-8.1	4.7	-4.5	-8.4	-7.7
MazF activator	/	/	/	/	/
Mtb UGM inh	2.0	-3.3	1.2	-0.6	1.0

Random excerpt: 3 compounds from above
(44) Cc1cc2cc(C)c3nnc(SCC(=O)N4CCCc5ccccc54)n3c2cc1C
(43) COc1ccc(NC(=O)Cn2cnc3c(nnn3-c3ccc(C)cc3)c2=O)cc1
(41) COc1ccc(-n2nnc3c(SCC(=O)Nc4ccc5c(c4)OCCO5)ncnc32)cc1
Compound	44	43	41
Rv3671c inh	-8.4	-4.5	-8.1
MazF activator	/	/	/
Mtb UGM inh	-0.6	1.2	2.0

Continued.
(46) CCCCc1ccc(NC(=O)COc2ccc(C(=O)Nc3ccccc3C)cc2)cc1
(47) CC(C)C1=CC2=CCC3C(C)(C(=O)O)CCCC3(C)C2CC1 (stereo not drawn) (tested in a mixture with another compound)
(48) O=c1c(C=NCCN2CCNCC2)c(-c2ccccc2)[nH]n1-c1ccc([N+](=O)[O-])cc1
(49) CCOc1cccc(/C(O)=C2/C(=O)C(=O)N(CCN3CCOCC3)C2c2ccncc2)c1 (stereo not drawn)
(50) O=C1c2ccccc2S(=O)(=O)c2cc(N3CCc4ccccc4C3)ccc21
Compound	46	47	48	49	50
Rv3671c inh	-19.8	0.2	3.9	-3.3	-3.8
MazF activator	/	/	/	/	/
Mtb UGM inh	-0.4	2.4	0.2	0.0	1.1

(51) Cc1nn(Cc2ccccc2Cl)c(C)c1NC(=O)CSc1n[nH]c(C)c1[N+](=O)[O-]
(52) COc1cccc(C(=O)CC(=O)C(=O)Nc2cc(OC)c(OC)c(OC)c2)c1
(53) CC1(C)C=Cc2c(ccc(-c3coc4cc(O)ccc4c3=O)c2O)O1
(54) N#Cc1cc2c(nc1SCc1nc3ccccc3[nH]1)CCC2
(55) CCC/C=C(\CCC)C(NP(=O)(c1ccccc1)c1ccccc1)c1ccccc1 (stereo not drawn)
Compound	51	52	53	54	55
Rv3671c inh	-1.9	3.6	-0.2	7.1	3.1
MazF activator	/	/	/	/	/
Mtb UGM inh	0.0	3.0	2.3	1.0	1.5

(56) Cc1cc(=O)[nH]c2c(C)c(Cl)ccc12
(57) CC(C)(C)c1ccc(-c2nc(O)c(CC(=O)O)s2)cc1
(58) Cc1ccc(C)c(C(C)NC(=O)C2C3CCC(O3)C2C(=O)O)c1 (stereo not drawn)
(59) O=C(CN1C(=O)c2ccccc2C1=O)Oc1ccc(F)cc1
(60) COC(=O)c1ccc(CSc2ccc3nnc(-c4ccc(OC)cc4)n3n2)o1
Compound	56	57	58	59	60
Rv3671c inh	4.1	-0.4	-3.3	-0.6	3.9
MazF activator	/	/	/	/	/
Mtb UGM inh	0.2	-1.8	1.3	1.0	-1.5

(61) Cn1c(SCC(=O)NNC(=S)Nc2ccccc2)nnc1-c1ccncc1
(62) COc1ccc(Nc2nc(-c3sc(NC(C)=O)nc3C)cs2)cc1
(63) Cc1ccc(S(=O)(=O)n2[nH]c(=O)cc2NC(=O)c2cccs2)cc1
(64) O=C(N=Nc1c(O)n(C2OC(=O)c3ccccc32)c2ccccc12)c1ccco1 (stereo not drawn)
(65) CC(C)NCCCCOc1ccccc1-c1ccccc1
Compound	61	62	63	64	65
Rv3671c inh	-3.1	-9.6	-5.7	0.0	14.6
MazF activator	/	/	/	/	/
Mtb UGM inh	-0.6	0.4	1.2	1.9	0.7

(66) COCCNC(=O)/C(C#N)=c1\s/c(=C\c2ccccc2OC(F)F)c(=O)n1Cc1ccccc1
(67) CCCCC(=O)N(Cc1ccc(-c2ccccc2-c2nn[nH]n2)cc1)[C@H](C(=O)O)C(C)C
(68) Cn1c(=O)c2c3c(sc2n2c(SCc4ccccc4)nnc12)CCCC3
(69) COC(=O)C/C=C/[C@@H](C)[C@@H](/C=N/O[C@H](C)c1cn([C@@H]2COC[C@H]2O)nn1)NS(=O)(=O)c1ccc(C)cc1
(70) CC(C)(C)C1=CC=C(C(C)(C)C)C(=O)C1=O
Compound	66	67	68	69	70
Rv3671c inh	2.8	9.3	1.1	3.6	-3.9
MazF activator	/	/	/	/	/
Mtb UGM inh	-1.3	1.6	-1.6	-1.7	0.2

(71) Cc1nnc2ccc(-c3ccc(NC(=O)c4ccc(Cl)nc4)cc3)nn12
(72) CC(NC(=O)c1cc(-c2ccccc2)nc2ccccc12)C1CCCO1 (stereo not drawn)
(73) O=C(Nc1nc(-c2ccccn2)cs1)c1ccc(S(=O)(=O)N2CCCCC2)cc1
(74) CCC(C)C(NC(N)=O)C(=O)NC1CCC(C)CC1 (stereo not drawn)
(75) COc1cc(/C=C(\C#N)c2nc3c(s2)CCCC3)ccc1O
Compound	71	72	73	74	75
Rv3671c inh	-5.8	-4.3	-27.0	9.0	-10.1
MazF activator	/	/	/	/	/
Mtb UGM inh	-0.7	-0.4	2.0	-2.4	-12.5

(76) CCN(CC)C(=O)C1=C(C)NC(=O)NC1c1ccccc1F (stereo not drawn)
(77) CC1(C)CC[C@@]2(C(=O)O)C(C1)C1=CCC3[C@@]4(C)CC[C@H](O)C(C)(C)C4CC[C@@]3(C)[C@]1(C)C[C@H]2O (stereo partly drawn)
(78) CCc1ccc(Nc2n[n+](-c3ccccc3)c(/C=C/c3ccccc3)s2)cc1
(79) CCc1ccc(NC(=S)NNC(=O)c2ccccc2OC(F)F)cc1
(80) CCc1nnc(NC(=O)CSc2ccc(-c3ccc(F)cc3)nn2)s1
Compound	76	77	78	79	80
Rv3671c inh	-19.4	-3.1	7.2	7.2	1.1
MazF activator	/	/	/	/	/
Mtb UGM inh	0.1	0.8	-1.1	0.4	-0.9

(81) ONc1cccnc1-n1nc(C(F)(F)F)cc1C(F)(F)F
(82) Cc1nnc(NC(=O)CSc2ccc(-c3ccccn3)nn2)s1
(83) COc1ccc2oc(=O)c(C(=O)OCC(=O)c3ccc([N+](=O)[O-])cc3)cc2c1
(84) CN(C)c1nc(NCc2ccccc2)nc(N/N=C/c2ccccc2F)n1
Compound	81	82	83	84
Rv3671c inh	-8.4	2.1	4.8	-0.6
MazF activator	/	/	/	/
Mtb UGM inh	2.7	2.9	0.6	-0.2

Some of the compounds tested, so the mix of outcomes need not match the whole.
